Source: PubChem (Southern Research Specialized Biocontainment Screening Center)
VEEV TC-83 Vero – inhibitors of VEEV TC-83 cytopathic effect, confirmation, Vero cells (AID 588727). Vero cells, VEEV TC-83 cytopathic effect inhibition; higher % means a stronger effect. inhibition, % at 20 µM, or IC50 in µM where a hit was titrated. hit rate 0.13% among 350,000; in the data active = a potency from the dose series; also: strong numbers were not always called active
An asterisk follows results filed as active; i = inactive.

SMILES	VEEV TC-83 Vero
CC(C)CC#Cc1ccc2c(c1)O[C@H](CN(C)C(=O)Cc1ccncc1)[C@H](C)CN([C@H](C)CO)S2(=O)=O	1.7%
COc1ccc(-c2noc(CCC(=O)Nc3cccc(C(=O)NC4CC4)c3)n2)cc1OC	10.0%
C[C@H]1CN([C@@H](C)CO)S(=O)(=O)c2ccc(-c3ccccc3)cc2O[C@H]1CN(C)C(=O)C1CCC1	3.6%
CCCCN1C(=O)C(CC(=O)NCC2CCCCC2)CC(C(=O)N(C(C)C)C(C)C)=C1C (centres undefined)	i
CCN(CCc1ccccc1)c1ccc2c(c1)C1CC2CCN1Cc1ccccc1 (centres undefined)	0.9%
CC(C)OC(=O)N(C)C[C@H]1OCc2cn(nn2)CCCC(=O)N([C@H](C)CO)C[C@@H]1C	i
CC1(C)CC(=O)C=C(c2ccc(COC(=O)Cc3ccccc3)cc2)C1=O	0.5%
CC1(C)CC(=O)C=C(c2n[nH]nc2C2CC2)C1	1.1%
C=CCn1c(SCC(=O)Nc2ccc(Br)cc2)nc(O)cc1=O	0.1%
CCc1cc(-c2cnnn2CCc2c[nH]c3ccccc23)ccc1-c1cn(CC(C)C)nn1	3.6%
Cc1ccccc1NC(=O)c1cc(S(=O)(=O)N2CCCCC2)ccc1N1CCOCC1	2.4%
COC(=O)C1=C(C(=O)OC)C2C=CC1C1C(OC(C)=O)C(OC(C)=O)C21 (centres undefined)	0.2%
Cc1ccc2nc(CC(O)(c3ccccc3)c3ccccc3)ccc2c1	0.6%
CC(CN1CC(=O)NC(=O)C1)N1CC(=O)NC(=O)C1 (centres undefined)	2.4%
Cc1ccc(CN2CCC(C(=O)c3ccc(F)cc3)CC2)cc1	0.3%
CC1CCN(C(=O)COC(=O)c2ccccc2NCCO)CC1	1.6%
Cc1cc(NS(=O)(=O)c2ccc(NC(=O)c3ccc([N+](=O)[O-])cc3)cc2)nc(C)n1	2.0%
C[C@@H]1CN([C@@H](C)CO)S(=O)(=O)c2ccc(Br)cc2O[C@H]1CN(C)C(=O)CN(C)C	1.3%
CC(=O)c1ccc(N2CCN(C(=O)C(=O)c3cn(CC(=O)N4CCOCC4)c4ccccc34)CC2)cc1	i
COc1ccc(NC(=O)N(C)C[C@@H]2OCc3cn(nn3)CCCC(=O)N([C@@H](C)CO)C[C@H]2C)cc1	0.3%
CN(CCN1CCOCC1)C(=O)c1cc(COc2ccc(F)cc2Cl)on1	4.9%
CCCN(C)C[C@@H]1Oc2ncc(Br)cc2C(=O)N([C@@H](C)CO)C[C@H]1C	i
COc1cc(C(=O)NC2CC(C)CC(C)(C)C2)cc(OC)c1OC (centres undefined)	0.7%
CN(Cc1c(F)cccc1Cl)C(=O)COC(=O)Cn1cnc2ccccc2c1=O	1.5%
O=C(c1ccc(CS(=O)Cc2ccc(Cl)cc2)o1)N1CCN(C2CCCCC2)CC1 (centres undefined)	i
Cc1ccc(C)c(NC(=O)CN2C(=O)C3CC=CCC3C2=O)c1 (centres undefined)	i
CCOC(=O)c1c(C)[nH]c(C(=O)OC(C)C(=O)Nc2ccc(C)cc2)c1C (centres undefined)	1.4%
CNCc1cc(C)n(-c2cc(S(=O)(=O)N3CCOCC3)ccc2N2CCCC2)c1C	i
OCC[C@@H]1C[C@H](O)[C@@H](O)[C@@]2(OCc3cc(Cl)ccc32)O1	0.9%
O=C(COC(=O)/C=C/c1ccccc1Cl)NC1CC1	4.8%
CN(CC(=O)Nc1ccc(F)cc1)C(=O)c1ccc(-c2ccc(F)cc2)o1	i
C[C@H]1CN([C@@H](C)CO)C(=O)CCCn2nncc2CO[C@H]1CN(C)S(=O)(=O)c1ccccc1F	0.8%
COc1ccc([C@H]2C[C@@H](n3cc(C4CC4)nn3)[C@H](O)CN2C(=O)C2CCCCC2)cc1	0.2%
Cc1ccc(/C=C/C(=O)OCC(=O)N(C)c2c(N)n(Cc3ccccc3)c(=O)[nH]c2=O)o1	1.4%
COc1cc(C=NC2CCCCC2)ccc1O	1.7%
O=C1NC(c2ccc3ccccc3c2)Nc2ccccc21 (centres undefined)	2.7%
COc1cc(OC)cc(C(=O)NNC(=O)C2CCC2)c1	0.8%
COc1ccc(NC(=O)c2nc[nH]c2C(=O)N(C)CCO)cc1	0.5%
CCOc1ccc(NC(=O)c2ccc3c(c2)N(C)CCS3)cc1	1.4%
CC1C(=O)N(Cc2cn(CCC3OCCO3)nn2)CCS(=O)(=O)N1Cc1ccc(-c2ccc(F)nc2)cc1 (centres undefined)	1.5%
CC1CCN(C(=O)c2ncn3c2c(=O)[nH]c2ccc(Br)cc23)CC1	1.0%
COc1ccc(-c2cnc3c(c2)C(=O)N([C@H](C)CO)C[C@@H](C)[C@H](CN(C)Cc2ccccc2)O3)cc1	i
COc1ccc(C2C3=C(CCCC3=O)N(CC(=O)O)C3=C2C(=O)CCC3)cc1Br	i
Cn1ncc2c1NC(c1ccc(F)cc1)SCC2=O (centres undefined)	3.5%
CS(=O)(=O)N(CC(=O)N1CCOCC1)c1cccc(Cl)c1	1.4%
CCCCCC(=O)N1C[C@H](n2cc(COC(=O)c3ccccc3)nn2)[C@@H](O)C[C@@H]1c1ccc(OC)cc1	i
COCOCCn1cc(CN2CCS(=O)(=O)N(Cc3ccc(-c4ccc(Cl)nc4)cc3)C(C)C2=O)nn1 (centres undefined)	i
COc1ccc(C(=O)OCC(=O)Nc2cc(C)on2)cc1F	i
COc1ccc(C(=O)N[C@H](C(=O)Nc2cccc(S(=O)(=O)N3CCOCC3)c2)C(C)C)cc1	5.1%
CCc1cc(-c2cnnn2Cc2ccc3ccccc3c2)ccc1-c1cn(CC(C)C)nn1	0.9%
NC(=S)NN=Cc1nccc2c(C(F)(F)C(F)(F)C(F)(F)F)cccc12	2.4%
C[C@H](NC(=O)c1ncn2c1C(=O)NC[C@H]2C)C(=O)OC(C)(C)C	3.4%
O=C(Nc1c2c(nn1-c1ccccc1)CS(=O)(=O)C2)c1ccc(Br)o1	0.5%
O=Nc1c(-c2ccccc2)n(O)[n+]([O-])c1-c1ccccc1	1.4%
CN(C)c1ccc(CNc2nc3ccccc3n2C)cc1	0.9%
Cc1ccsc1C(=O)OCC(=O)Nc1cccc(S(=O)(=O)N2CCCCC2)c1	3.5%
COc1ccc(CNC(=O)CCCn2c(=O)c3cccn3c3cccnc32)cc1	0.1%
CS(=O)(=O)c1ccc(C2=C(CNC(=O)c3cccs3)[C@H]3CC[C@@H](C2)N3Cc2ccccc2)cc1	i
Nc1ccn([C@@H]2O[C@H](CNCc3ccc(C#CCCO)cc3)[C@@H](O)[C@H]2O)c(=O)n1	1.4%
COc1ccc(CC(=O)Nc2ccc3c(c2)OC2(CCCC2)O3)c(OC)c1	i
Continuation.
SMILES	VEEV TC-83 Vero
C[C@@H]1CCCCO[C@H](CN(C)C(=O)Nc2cccc3ccccc23)[C@@H](C)CN([C@H](C)CO)C(=O)c2cc(N(C)C)ccc2O1	0.5%
Nc1ccc(Nc2ccncc2)cc1	1.4%
CN1OC[C@@H]2CN[C@H](c3cccc(Oc4ccccc4)c3)C[C@@H]21	i
C[C@@H]1CN([C@@H](C)CO)C(=O)CCCn2nncc2CO[C@@H]1CN(C)C(=O)c1cc(-c2ccccc2)on1	0.2%
COc1cc(CC(=O)N2CCN(S(=O)(=O)c3ccc(C(C)C)cc3)CC2)cc(OC)c1OC	i
CC(NC(=O)c1cc(COc2ccc(-n3cncn3)cc2)on1)c1ccc(F)cc1 (centres undefined)	0.6%
CCN(CC)C(=O)C1=C(C)N(CCCN2CCCC2=O)C(=O)C(CC(=O)NCCCCc2ccccc2)C1 (centres undefined)	1.9%
Cc1n[nH]c(=O)n(N=Cc2cccs2)c1=O	i
COC(=O)C[C@H]1C[C@H]2c3cc(NC(=O)C4CCOCC4)ccc3O[C@H]2[C@@H](CO)O1	11%
COc1ccc(Br)c(C=O)c1OS(=O)(=O)c1ccc(C)cc1	i
C[C@H]1CN([C@@H](C)CO)S(=O)(=O)c2ccc(-c3cncnc3)cc2O[C@H]1CN(C)C(=O)NC1CCCC1	1.7%
CC(C)COC(=O)N(C)C[C@@H]1OCc2cn(nn2)CCCC(=O)N([C@@H](C)CO)C[C@H]1C	1.2%
CCOc1ccc(NC(=O)CSc2nc3ccsc3c(=O)n2CCCCCC(=O)O)cc1	0.6%
Cc1ccccc1OCCC(=O)OCC(=O)Nc1ccc(C)c(S(=O)(=O)N2CCCCC2)c1	3.2%
CCOC(=O)c1ccccc1NC(=O)CN(c1ccc(OCC)cc1)S(C)(=O)=O	6.8%
O=C(c1cc(-c2ccncc2)nc2ccccc12)N1CCCC(C(F)(F)F)C1 (centres undefined)	7.5%
COc1cc(NC(=O)CCl)ccc(=O)c1	7.0%
Cc1ccc(C)c(NC(=O)COC(=O)c2cccc(S(=O)(=O)N3CCCC3)c2)c1	0.2%
O=[N+]([O-])c1ccc(C=NN2CCNC2=S)o1	i
O=C(O)c1cc([N+](=O)[O-])ccc1-c1ccc([N+](=O)[O-])cc1C(=O)O	2.9%
COc1ncnc2c1ncn2CCCNc1ccc(C)c(C)c1	6.7%
COc1cccc(OC)c1C(=O)N1CCN(Cc2c[nH]c3ccccc23)CC1	i
N#Cc1ccccc1S(=O)(=O)N1CCN(C(=O)CN(Cc2ccco2)Cc2cccs2)CC1	3.2%
COCCNC(=O)/C(C#N)=C1\N=C(NC(=O)c2ccco2)c2ccccc21	6.7%
O=C(Nc1cc(S(=O)(=O)N2CCOCC2)ccc1N1CCOCC1)c1cccc(Cl)c1	9.9%
CC(=O)Nc1ccc(NC(=O)C(NC(=O)c2ccc(Cl)cc2)C(C)C)cc1 (centres undefined)	i
C[C@@H]1CNC(=O)c2c(C(=O)Nc3cccc(Cl)c3)ncn21	7.5%
COc1ccccc1N1CCN(S(=O)(=O)CCNC(=O)/C=C/c2ccc3c(c2)OCO3)CC1	i
CC1=CC(=O)C(Sc2ccc(C)cc2)=CC1=O	10%
Nc1nnc2cc(F)ccc2n1	i
COc1ccc(-c2ccccc2C2=CC(=O)CC(C)(C)C2=O)cc1	2.8%
C[C@@H]1CCCCO[C@H](CN(C)C(=O)c2ccncc2)[C@H](C)CN([C@@H](C)CO)C(=O)c2cc(NC(=O)c3ccccc3)ccc2O1	2.3%
O=C1OC(c2cccc3c(F)cccc23)c2ccccc21 (centres undefined)	i
O=C(Nc1ccc(Br)cc1F)c1nc[nH]c1C(=O)N1CCc2ccccc2C1	3.2%
CC[n+]1c(/C=C/c2c[nH]c3ccccc23)ccc2cc(C)ccc21	i
COC(=O)C[C@@H]1C[C@H]2c3cc(NC(=O)C4CCC4)ccc3O[C@H]2[C@@H](CO)O1	i
CN[C@H]1C[C@H]2c3[nH]c4ccc(-c5cccc(C)c5)cc4c3CCN2C[C@H]1[C@H](C)O	i
C[C@@H]1CN([C@H](C)CO)C(=O)CCCn2cc(nn2)CO[C@H]1CN(C)S(=O)(=O)c1ccc2c(c1)OCCCO2	0.1%
CNC(=O)C[C@H]1C(=O)N(c2ccc(Br)cc2)C[C@@H]1C	0.7%
C[C@H](CO)N1C[C@H](C)[C@@H](CN(C)S(=O)(=O)c2ccccc2F)Oc2ncc(Br)cc2C1=O	3.3%

Filtered by structure: the compounds so far with a CF3 group (2)
SMILES	VEEV TC-83 Vero
NC(=S)NN=Cc1nccc2c(C(F)(F)C(F)(F)C(F)(F)F)cccc12	2.4%
O=C(c1cc(-c2ccncc2)nc2ccccc12)N1CCCC(C(F)(F)F)C1 (centres undefined)	7.5%

Next results
SMILES	VEEV TC-83 Vero
COc1cc(C=NNc2ccccc2[N+](=O)[O-])cc(OC)c1OC	i
CC1CCN(S(=O)(=O)N2CCC(C(=O)NC(C)c3ccccc3)CC2)CC1 (centres undefined)	0.8%
CC1CN=C(NS(=O)(=O)c2ccccc2)N1 (centres undefined)	i
CCN1CCN(c2ccc(NC(=O)CC3OC(=O)c4ccccc43)cc2C)CC1 (centres undefined)	i
C[C@H]1CNC(=O)c2c(C(=O)N[C@@H](Cc3c[nH]c4ccccc34)C(=O)OC(C)(C)C)ncn21	i
COc1cccc(/C=C2\SC(=S)N(CCCC(=O)N3CCOCC3)C2=O)c1	11%
O=C(CSc1nc2ccccc2c(=O)n1-c1ccc(F)cc1F)NC1CCS(=O)(=O)C1 (centres undefined)	1.2%
CCOc1ccc(OCC(=O)Nc2cc(Cl)ccc2-n2cncn2)cc1	0.8%
Cc1ccc(S(=O)(=O)N2CCCCC2)cc1NC(=O)CCNC(=O)c1ccccc1Cl	0.1%
COc1cccc(-c2ccc3c(c2)O[C@@H](CN(C)Cc2cncnc2)[C@@H](C)CN([C@H](C)CO)S3(=O)=O)c1	1.7%
Cc1ccc(S(=O)(=O)N(CCCc2c(C)nc(N)[nH]c2=O)Cc2ccc([N+](=O)[O-])cc2)cc1	1.5%
COCOCCn1cc(CN2CCS(=O)(=O)N(Cc3ccc(-c4cccc(N(C)C)c4)cc3)C(C(C)C)C2=O)nn1 (centres undefined)	1.2%
O=C(CCC(C(=O)c1ccccc1)c1ccccc1)c1ccccc1 (centres undefined)	i
O=C(O)c1cc2ccc(O)cc2oc1=O	1.4%
CCCN(C)C[C@H]1Oc2ncc(Br)cc2C(=O)N([C@@H](C)CO)C[C@@H]1C	i
CCN(CC1CCCN(CCc2cccc(F)c2)C1)C(=O)c1ccoc1C (centres undefined)	i

Single entries from above.
O=C(O)c1cc2ccc(O)cc2oc1=O in VEEV TC-83 Vero reads 1.4%
CC1CCN(S(=O)(=O)N2CCC(C(=O)NC(C)c3ccccc3)CC2)CC1 (centres undefined) in VEEV TC-83 Vero reads 0.8%
COCOCCn1cc(CN2CCS(=O)(=O)N(Cc3ccc(-c4cccc(N(C)C)c4)cc3)C(C(C)C)C2=O)nn1 (centres undefined) in VEEV TC-83 Vero reads 1.2%

Structural class, the entries above containing an aryl thioether with sulfur outside any ring
SMILES	VEEV TC-83 Vero
C=CCn1c(SCC(=O)Nc2ccc(Br)cc2)nc(O)cc1=O	0.1%
CCOc1ccc(NC(=O)CSc2nc3ccsc3c(=O)n2CCCCCC(=O)O)cc1	0.6%
CC1=CC(=O)C(Sc2ccc(C)cc2)=CC1=O	10%
O=C(CSc1nc2ccccc2c(=O)n1-c1ccc(F)cc1F)NC1CCS(=O)(=O)C1 (centres undefined)	1.2%

Only part of the results is shown; count on the stated rates, not on these rows.
